From PubChem BioAssay
IEC-6 tox – counter-screen for KLF5 inhibitors: cytotoxicity in IEC-6 cells; IEC-6 cytotoxicity, luminescence viability; inhibition, % at 5 µM; actives 0.78% (n = 290,000); in the data active = inhibition above about 22%;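 note: 0% = plate median of test compound wells and 100% = cytotoxic reference compound wells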
MrgX1 antagonist – human MrgX1 receptor antagonism, primary screen | actives 1.3% (n = 310,000) | Q96LB2 | B-score at 10 µM | MRGX1-HEK293 calcium flux, Fluo-4, BAM8-22 antagonism; active compounds read low;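 active = calcium-response B-score plate-corrected more than 3 library SD below zero, starting fluorescence within 5 deviations, no agonist response on first addition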;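 note: peak minus trough fluorescence over baseline after final BAM8-22 challenge near maximal dose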
Target sequence (Q96LB2 whole entry, looked up): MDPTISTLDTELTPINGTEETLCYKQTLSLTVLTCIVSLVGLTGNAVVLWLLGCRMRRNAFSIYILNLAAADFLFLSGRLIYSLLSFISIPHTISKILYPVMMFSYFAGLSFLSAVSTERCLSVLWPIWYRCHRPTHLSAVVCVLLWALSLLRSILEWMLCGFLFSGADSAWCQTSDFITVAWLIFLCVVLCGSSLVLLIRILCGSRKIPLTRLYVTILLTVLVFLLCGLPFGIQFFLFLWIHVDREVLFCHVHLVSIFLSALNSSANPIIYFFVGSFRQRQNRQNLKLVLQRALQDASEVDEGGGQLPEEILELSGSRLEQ
KLF5 inhibitor – inhibitors of KLF5 expression. DLD-1 KLF5 promoter-luciferase reporter, luminescence. inhibition, % at 5 µM. actives 0.23% (n = 290,000);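 active = inhibition above a per-plate limit of that plate's mean compound inhibition plus 3 SD, cut at about 60% in these data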;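 note: 0% = DMSO wells and 100% = LY294002 at 200 µM; higher means less KLF5 promoter-driven luciferase light; inactives centre near -14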
TRPC4 block – inhibitors of mouse TRPC4 channel; Q9QUQ5; actives 0.39% (n = 300,000); HEK293 TRPC4beta/mu-opioid, DAMGO-evoked Fluo4 calcium flux; active compounds read low; B-score at 10 µM;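 active = B-score over 3 SD under the library average, no early fluorescence shift, positive overall ratio signal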
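System: stable TRPC4beta/mu-opioid receptor HEK293 cells; Dosing: single-point compound dosing; Measured by: Fluo4 Ca2+ flux fluorescence; Read-out basis: per-well B score of integrated baseline-normalized Fluo4 ratio.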
TRPC6 activator – mouse TRPC6 channel activation; Q61143; HEK293-TRPC6 membrane potential dye fluorescence; active compounds read high; B-score at 10 µM; actives 0.13% (n = 310,000);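 active = B-score of the integrated fluorescence ratio above library mean plus 3 SD, and starting fluorescence ratio within library mean plus 5 SD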;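 note: higher score means more depolarization so channel activation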
TRPC4 act – activators of mouse TRPC4 channel; HEK293 TRPC4beta/mu-opioid, Fluo4 calcium fluorescence; active compounds read high; B-score at 10 µM; actives 0.49% (n = 310,000); AID 2237;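 active = B-score above 5 SD of library B-scores, and initial fluorescence ratio not above library mean plus 5 SD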;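 note: positive B-score marks a calcium rise read as TRPC4 activation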
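Technique: kinetic Fluo4 calcium fluorescence; Test system: TRPC4beta and mu-opioid receptor HEK293 stable cells; Measure: B-scored integrated calcium fluorescence ratio; Benchmarks: low control buffer alone, high control maximal DAMGO; Schedule: 45 min room-temperature Fluo4 loading, 110 s read.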
TRPC4 potent – TRPC4 (mouse) allosteric potentiation | Q9QUQ5 | HEK293 TRPC4beta/mu-opioid, DAMGO EC20, Fluo-4 Ca2+ flux; active compounds read high | B-score at 10 µM | actives 0.42% (n = 310,000);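 active = B-score of calcium response area above 5 SD of library B-scores, with initial fluorescence ratio within 5 SD of library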;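 note: B-score of integrated fluorescence ratio over time as area under calcium response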
aSyn 5UTR inh – 5' untranslated region of α-synuclein, MLPCN primary screen | actives 0.82% (n = 300,000) | inhibition, % (tested at 7.5 µM) | alpha-synuclein 5'UTR reporter, inhibitor activity; in the data active = inhibition above about 60%;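 note: H4 neuroglioblastoma cells stably carrying SNCA 5'UTR luciferase fusion; 0% = DMSO wells and 100% = positive control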
HIF act – HIF pathway transcriptional activation | U2OS HRE-luciferase reporter, luminescence; normalized: DMSO 0%, desferrioxamine 100% | activation, % at 7.5 µM (by protocol) | actives 0.32% (n = 300,000) | AID 1910;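 active = mean activation of at least 10% of the iron chelator positive control signal, with at least half of replicates also reaching 10%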
SKKanGAS inh – SKKanGAS growth inhibition; S. pyogenes SKKanGAS, kanamycin growth, BacTiter-Glo, 6 h; inhibition, % at 7.5 µM; actives 1.3% (n = 300,000);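 active = mean replicate score, as percent of positive control median, at least 50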;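 note: strain carries kanamycin resistance gene driven by streptokinase promoter and grows in 40 µg/ml kanamycin; loss of luminescence reflects streptokinase promoter inhibition or plain growth inhibition; 0% = median of DMSO wells and 100% = positive control at its reference dose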
TRPC6 inh – mouse TRPC6 channel inhibition; B-score at 10 µM; HEK293-TRPC6, membrane potential dye, ACh-evoked depolarization; active compounds read low; Q61143; AID 2553; actives 1.1% (n = 310,000);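 active = B-score under library mean minus 3 SD, initial fluorescence not abnormally high, positive integrated signal ratio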;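 note: B-score derived from integrated fluorescence ratio over the kinetic read; more negative B-score means stronger inhibition of depolarization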
Starred values were filed as active, the others as inactive; i = inactive; . = no result given. An unsorted share of the library, and some 5.8% of all compounds hit somewhere here.

The opening 3 records, ahead of the listing:
Each structure is followed by: IEC-6 tox	MrgX1 antagonist	KLF5 inhibitor	TRPC4 block	TRPC6 activator	TRPC4 act	TRPC4 potent	aSyn 5UTR inh	HIF act	SKKanGAS inh	TRPC6 inh
(1) O=C(CC1S/C(=N\S(=O)(=O)c2ccccc2)N(c2ccccc2)C1=O)Nc1ccc(F)cc1 (stereo not drawn)
 : -4.7	i	-13.6	i	i	i	10*	11.4	0.0	7.8	i
(2) COC(=O)c1c(C)oc(C)c1S(=O)(=O)NCc1ccc(Cl)cc1Cl
 : 0.0	i	-16.7	i	i	i	i	9.9	0.0	1.2	i
(3) COCCn1c(SCC(=O)Nc2ccc(OC)cc2)nc2c(oc3ccccc32)c1=O
 : -2.1	i	0.7	i	i	i	i	15.6	-0.1	-5.7	i

Results, previewed entries included:
Each structure is followed by: IEC-6 tox	MrgX1 antagonist	KLF5 inhibitor	TRPC4 block	TRPC6 activator	TRPC4 act	TRPC4 potent	aSyn 5UTR inh	HIF act	SKKanGAS inh	TRPC6 inh
(1) O=C(CC1S/C(=N\S(=O)(=O)c2ccccc2)N(c2ccccc2)C1=O)Nc1ccc(F)cc1 (stereo not drawn)
 : -4.7	i	-13.6	i	i	i	10*	11.4	0.0	7.8	i
(2) COC(=O)c1c(C)oc(C)c1S(=O)(=O)NCc1ccc(Cl)cc1Cl
 : 0.0	i	-16.7	i	i	i	i	9.9	0.0	1.2	i
(3) COCCn1c(SCC(=O)Nc2ccc(OC)cc2)nc2c(oc3ccccc32)c1=O
 : -2.1	i	0.7	i	i	i	i	15.6	-0.1	-5.7	i
(4) CSCC[C@H](NC(=O)NC1CCCC1)C(=O)O
 : 3.2	i	-29.9	i	i	i	i	3.3	0.0	-9.7	i
(5) O=C(Nc1nc(-c2ccncc2)cs1)c1ccc(S(=O)(=O)N2CCOCC2)cc1
 : -0.2	i	-13.0	i	i	i	i	-31.0	.	-14.2	i
(6) COc1ccccc1N(C)S(=O)(=O)c1ccc(C(=O)N2CCC(C(N)=O)CC2)cc1
 : 2.4	i	-29.6	i	i	i	i	1.4	-0.4	-2.2	i
(7) C=C(C(=O)c1ccccc1)C(C(=C)C(=O)c1ccccc1)c1ccc(OC)cc1
 : -3.5	i	9.0	i	i	i	i	12.9	0.2	4.6	i
(8) O=C(Nc1ccon1)c1ccc2c(c1)OCO2
 : 4.9	i	-46.7	i	i	i	i	-76.0	1.8	-2.2	i
(9) O=C(Nc1ccnn1C1CCN(C2CCCCC2)CC1)c1ccccc1
 : 3.2	i	-20.9	i	i	i	i	-11.0	-0.1	-5.2	i
(10) CC(=O)c1ccc(NC(=O)CCOc2cc(C)ccc2C)cc1
 : 7.8	i	-70.9	i	i	i	i	-91.1	0.9	-2.1	i
(11) COc1cc(C(=O)NCCc2ccc(S(N)(=O)=O)cc2)cc(OC)c1OC
 : 2.1	i	0.8	i	i	i	i	10.2	-0.3	0.0	i
(12) CN(C)S(=O)(=O)c1ccc(C(=O)Nc2ccc(OCC(=O)N3CCOCC3)cc2)cc1
 : 2.6	i	-19.9	i	i	i	i	5.2	0.2	6.4	i
(13) CCc1nnc(NC(=O)CSc2ncnc3scc(-c4ccc(C)cc4)c23)s1
 : 6.1	i	11.7	i	i	i	i	-20.1	0.0	7.5	i
(14) CC(CC(=O)Nc1nccs1)c1ccccc1 (stereo not drawn)
 : 1.2	i	-2.7	i	i	i	i	-8.0	0.5	3.1	i
(15) COc1ccc(C2NC(=S)NC(C)=C2C(=O)N2CCOCC2)cc1 (stereo not drawn)
 : 6.8	i	-0.3	i	i	i	i	-17.7	-0.7	6.6	i
(16) COc1ccc(CCNC(=O)CCn2cccc2)cc1OC
 : 0.7	i	-32.0	i	i	i	i	-5.3	-0.1	-7.2	i
(17) ClCc1csc(-c2ccc(Cl)cc2)n1
 : -3.4	i	-42.3	i	i	i	i	-15.5	0.5	-4.9	i
(18) O=C1CCCc2c1nc(-c1ccccc1F)n2O
 : 3.8	i	-11.2	i	i	i	i	-3.0	0.5	-7.3	i
(19) COc1ccc(NS(=O)(=O)c2cccc(C(=O)NCC(c3ccc(OC)cc3)N3CCOCC3)c2)cc1 (stereo not drawn)
 : 1.5	-4.69*	-15.4	i	i	i	i	9.7	0.3	18.7	i
(20) O=c1[nH]nc(C(F)(F)F)c2nnn(Cc3ccccc3Cl)c12
 : 3.6	i	-15.1	i	i	i	i	-8.2	-1.1	6.3	i
(21) COc1ccc(/C=N/NC(=O)c2ccc(Cl)cc2)cc1Cn1cc(Cl)cn1
 : -1.8	i	-17.4	i	i	i	i	1.9	0.0	1.4	i
(22) N#Cc1ccccc1OCC(=O)Nc1c(C(=O)C2CC2)oc2ccccc12
 : 1.4	i	-18.5	i	i	i	i	33.8	0.2	0.7	i
(23) N#C/C(=C\c1c(N2CCOCC2)nc2ccccn2c1=O)S(=O)(=O)c1ccccc1
 : -9.8	i	-23.2	i	i	i	i	.	.	-9.4	i
(24) NNC(=O)CN1C(c2cccc(Cl)c2)=Nc2ccc(Br)cc2C1c1ccccc1 (stereo not drawn)
 : 2.4	i	5.8	i	i	i	i	8.5	-1.3	10.9	i
(25) O=[N+]([O-])c1ccc(C[n+]2cccc3c4ccccc4ccc32)cc1
 : -11.3	i	-22.2	i	i	i	i	17.1	1.5	-12.6	-6.01*
(26) O=C(NCc1ccccc1Br)c1ccc2c(c1)OCCO2
 : -4.3	i	-35.4	i	i	i	i	-57.0	0.7	3.8	i
(27) Cc1nnc(N/N=C\c2ccc(-c3ccccc3[N+](=O)[O-])o2)n1N
 : 57.8*	i	-85.4	i	i	i	i	-75.0	0.1	11.9	i
(28) Cc1ccc(C(=O)NCCc2nnc3ccc(NCc4ccc5c(c4)OCO5)nn23)cc1
 : 6.1	i	2.9	i	i	i	i	16.7	-0.4	-1.3	i
(29) Fc1ccc(NC(=S)Nc2ccc3nccnc3c2)cc1
 : 4.7	i	7.5	i	i	i	i	-90.5	5.0	0.4	i
(30) CSc1ncc(Cl)c(C(=O)Nc2ccccc2[N+](=O)[O-])n1
 : 3.4	i	-6.7	i	i	i	i	-7.0	-1.0	-5.0	i
(31) CNS(=O)(=O)c1cc(OC)ccc1OC
 : 4.8	i	-21.3	i	i	i	i	9.3	0.1	-5.8	i
(32) COc1ccc(C(=O)NC2CCCCCC2)cc1OC1CCN(C(C)=O)CC1
 : 6.2	i	-14.9	i	i	i	i	11.3	-0.5	-1.6	i
(33) CCC(C)c1ccc(OCC(=O)Nc2ccc(Cl)cn2)cc1 (stereo not drawn)
 : -7.2	i	-6.9	i	i	i	i	-72.3	1.5	-2.2	i
(34) O=P(O)(CCc1ccccn1)CN1CCOCC1
 : 0.4	i	-17.7	i	i	i	i	9.6	-0.3	-2.6	i
(35) Cc1cc(C)n(C(=O)CCCn2nc(C)c([N+](=O)[O-])c2C)n1
 : -3.6	i	-34.3	i	i	i	i	6.3	-0.3	4.5	i
(36) CCN(CC)C(=O)CSc1nc(O)c(Cc2ccccc2)c(=O)n1-c1ccc(C)cc1
 : 0.4	i	-12.7	i	i	i	i	-0.1	-0.4	-4.5	i
(37) Cc1ccc2c(c1)/C(=C/c1ccccc1)C(=O)N2
 : 5.9	i	-42.6	i	i	i	i	-31.1	-2.6	-9.6	i
(38) O=C1CSC(c2ccccc2Br)N1c1ccc(Cl)cn1 (stereo not drawn)
 : -2.0	i	-23.4	i	i	i	i	13.2	-0.3	9.0	i
(39) O=C(c1ccccc1NS(=O)(=O)c1ccc(F)cc1)N1CCCCC1
 : -5.2	i	-9.6	i	i	i	i	7.0	0.2	-1.7	i
(40) COc1ccc(NC(C)=[N+](C)CCNS(=O)(=O)c2ccc(Cl)cc2)cc1Cl
 : -1.7	i	-27.1	i	i	i	i	-36.9	0.5	-2.8	i
(41) COc1ccc(/C=C/C(=O)c2cc(F)ccc2OC(=O)c2ccccc2)cc1OC
 : 46.2*	i	56.0	i	i	i	i	67.1*	3.2	0.8	i
(42) COc1ccc(-c2nc(C#N)c(NCc3cccnc3)o2)cc1OC
 : 4.1	i	-23.9	i	i	i	i	3.3	0.0	3.5	i
(43) COc1ccc(NC(=O)CSc2ccc(-c3sc(C)nc3C)nn2)cc1
 : 2.6	i	-14.0	i	i	i	i	-1.1	0.5	8.9	i
(44) O=C(CN1C(=O)COc2ccccc21)N(Cc1ccc2c(c1)OCO2)CC1CCCO1 (stereo not drawn)
 : 1.7	i	7.1	i	i	i	i	-21.4	-0.3	-9.7	i
(45) O=C(NCc1ccccc1C(F)(F)F)C12CN(Cc3ccccc3)CC1C(c1ccc([N+](=O)[O-])cc1)=NO2 (stereo not drawn)
 : -5.1	i	-39.4	i	i	i	i	14.9	0.7	17.1	i
(46) CN1CCN(C2=Nc3cc(F)ccc3Cc3ccccc32)CC1
 : 0.9	i	-33.0	i	i	i	i	-13.6	-0.3	-5.8	-5.2*
(47) CCCCCCSc1ccc(-c2nc3ccccn3c2NCCCC)cc1
 : .	i	.	i	i	i	i	-112.8	0.6	51.3*	i
(48) CCOc1ccccc1NC(=O)COc1coc(CN2CCc3ccccc32)cc1=O
 : .	i	.	i	i	i	i	6.4	-0.1	17.5	i
(49) CCc1ccccc1OCCOc1ccc(C)cc1OC
 : -3.5	i	-20.9	i	i	i	i	-28.9	0.2	24.8	i
(50) O=C(NC(=S)Nc1c(Cl)ccc2nsnc12)c1ccccc1F
 : -16.4	i	15.8	i	i	i	i	-22.0	0.3	7.5	i
(51) COc1ccccc1/C=N/NC(=O)CC(=O)Nc1ccc(Cl)c(Cl)c1
 : -1.4	i	4.6	i	i	i	i	-23.6	0.2	-2.8	i
(52) CSc1cc(-c2ccccc2)n(Cc2ccccc2Cl)c(=O)c1C#N
 : -0.3	i	-2.8	i	i	i	i	-38.5	2.8	0.6	i
(53) COc1ccccc1-c1ccc(Nc2cccc(C(C)=O)c2)nn1
 : 0.0	i	-18.6	i	i	i	i	-58.9	2.5	-5.6	i
(54) O=C(CCCN1C(=O)S/C(=C/c2ccccc2)C1=S)Nc1ccc(C(=O)O)cc1
 : 1.9	i	-13.8	i	i	i	i	7.8	-0.3	6.2	i
